Bcl-xL primary: blocks human Bcl-xL binding to Bim BH3 peptide; inhibition, % at 10.9 µM; GST-Bcl-xL / FITC-Bim BH3 peptide fluorescence polarization; Q07817; AID 2129; 0.7% of 320,000 active;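 active = inhibition above the mean of all tested compounds plus 3 SD, cutoff set per campaign, cut at about 30% in these data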;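 also: 0% = DMSO wells and 100% = unlabeled Bim-BH3 peptide competitor; inhibitors lower millipolarization by displacing the labeled peptide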
Target sequence (Q07817 whole entry, looked up): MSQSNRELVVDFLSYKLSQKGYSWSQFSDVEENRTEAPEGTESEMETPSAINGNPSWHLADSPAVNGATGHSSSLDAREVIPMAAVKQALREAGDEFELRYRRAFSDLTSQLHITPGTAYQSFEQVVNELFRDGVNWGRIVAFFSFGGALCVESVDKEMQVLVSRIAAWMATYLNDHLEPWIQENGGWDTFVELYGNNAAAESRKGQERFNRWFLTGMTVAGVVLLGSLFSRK
pPAFAH FP inh: pPAFAH (human) enzyme inhibition; Q13093; AID 463082; recombinant pPAFAH, FP-rhodamine probe fluorescence polarization; inhibition, % at 3.39 µM; 1.5% of 330,000 active;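 active = inhibition above the mean inhibition across the screen plus 3 SD, cut at about 25% in these data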;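 also: inhibitors block binding of the rhodamine activity-based probe so polarization drops; 0% = enzyme with DMSO and 100% = wells lacking pPAFAH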
GLD-1 RNA inh: GLD-1-TGE RNA interaction inhibition (C. elegans); inhibition, % at 5.96 µM; purified GLD-1 + fluorescein TGE RNA, fluorescence polarization; 0.44% of 320,000 active; Q17339; AID 2280;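 active = percent inhibition above a per-plate cutoff, the plate mean of test compounds plus 3 SD, cut at about 30% in these data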;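 also: 0% = DMSO wells with GLD-1 and probe and 100% = wells lacking GLD-1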
MCL1-BIM inh: MCL1-BIM-BH3 interaction inhibition (human). Q07820. GST-MCL1 / FITC-Bim-BH3 fluorescence polarization. inhibition, % at 10.9 µM. 0.68% of 320,000 active;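 active = inhibition above the mean inhibition of all tested compounds plus 3 SD, set per campaign, cut at about 40% in these data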;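 also: 0% = DMSO wells and 100% = unlabeled Bim-BH3 peptide control; higher means more loss of mP so more displacement of Bim peptide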
PME-1 primary: PME-1 (human) inhibition. recombinant PME-1, FP-Rh probe fluorescence polarization. 0.53% of 320,000 active. inhibition, % at 5.9 µM. AID 2130;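 active = inhibition above the campaign mean of all compounds plus 3 SD, cut at about 26% in these data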;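 also: competitive labeling of PME-1 active site by serine hydrolase directed probe; 0% = PME-1 with DMSO and 100% = wells lacking PME-1 enzyme; inhibitors block probe labeling so polarization falls and inhibition rises; many of its hits are not listed in these tables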
Target sequence (Q9Y570 whole entry, looked up): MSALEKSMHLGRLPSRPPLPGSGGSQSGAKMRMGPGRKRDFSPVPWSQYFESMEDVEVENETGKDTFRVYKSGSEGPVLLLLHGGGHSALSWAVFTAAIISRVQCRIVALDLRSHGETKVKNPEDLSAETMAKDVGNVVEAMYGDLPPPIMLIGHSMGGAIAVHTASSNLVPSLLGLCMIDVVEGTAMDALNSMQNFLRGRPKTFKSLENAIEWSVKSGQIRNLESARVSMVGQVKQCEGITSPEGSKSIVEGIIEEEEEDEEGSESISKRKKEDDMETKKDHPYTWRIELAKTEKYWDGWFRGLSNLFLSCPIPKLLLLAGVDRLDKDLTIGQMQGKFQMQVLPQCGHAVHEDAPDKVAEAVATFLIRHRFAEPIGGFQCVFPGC
PAFAH1B2 inh: inhibitors of human PAFAH1B2. 1.2% of 340,000 active. inhibition, % at 3.39 µM. recombinant PAFAH1B2, FP-rhodamine activity probe, fluorescence polarization;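 active = inhibition above the mean of all tested compounds plus 3 SD, cut at about 24% in these data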;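 also: 0% = enzyme with DMSO and 100% = wells lacking PAFAH1B2; many of its hits are not listed in these tables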
Target sequence (P68402 whole entry, looked up): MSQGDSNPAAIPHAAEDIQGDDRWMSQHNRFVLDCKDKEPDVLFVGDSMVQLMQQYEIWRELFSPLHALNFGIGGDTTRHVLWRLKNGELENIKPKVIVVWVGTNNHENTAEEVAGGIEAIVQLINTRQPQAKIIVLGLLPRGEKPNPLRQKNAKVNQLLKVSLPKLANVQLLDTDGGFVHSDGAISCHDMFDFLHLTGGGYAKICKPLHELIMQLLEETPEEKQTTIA
Fam108B inh: counter-screen for RBBP9 inhibitors: inhibitors of mouse Fam108B | recombinant Fam108B, FP-Rh probe fluorescence polarization | inhibition, % at 9.51 µM | 0.33% of 300,000 active | AID 1947;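 active = inhibition above the screen mean inhibition plus 3 SD, computed separately per campaign, cut at about 18% in these data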;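 also: inhibitors lower polarization as less probe binds the enzyme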
AHR activator: activators of human aryl hydrocarbon receptor; P35869; AHR-responsive luciferase reporter cells, luminescence; activation, % at 5 µM; 2.5% of 320,000 active; in the data active = activation above about 47%;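 also: 0% = vehicle wells and 100% = reference agonist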
MEX-5 binding: C. elegans MEX-5 TCR-2 RNA binding activity. Q9XUB2. activity score (negative = inhibition of binding), % at 10 µM. MEX-5/FITC-TCR2 RNA binding, fluorescence polarization; hits give low values. 0.38% of 300,000 active;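 active = inhibition past about -25% in most replicates, and total fluorescence under double the plate's negative control median, limit read from the data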;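 also: 0% = DMSO and -100% = 5 µM competing unlabeled TCR2 RNA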
The depositor's hits bear a star; . = no result given.

SMILES	Bcl-xL primary	pPAFAH FP inh	GLD-1 RNA inh	MCL1-BIM inh	PME-1 primary	PAFAH1B2 inh	Fam108B inh	AHR activator	MEX-5 binding
COc1ccc(N(CC(=O)NC(C)c2ccccc2)S(=O)(=O)c2c(C)noc2C)cc1 (stereo unspecified)	2	4	0	5	4	12	-3	5	-1.1
CCOC(=O)N1CCN(CC(O)COCc2ccccc2)CC1 (stereo unspecified)	6	0	3	4	3	5	1	3	0.8
CC[C@@]1(C(=O)OC)N[C@H](CN(C)S(=O)(=O)c2ccc(OC)cc2)[C@@H]2C(=O)N(C)C(=O)[C@@H]21	.	2	-3	.	.	6	.	1	.
O=c1[nH]c(=O)c2cc([N+](=O)[O-])cc([N+](=O)[O-])c2[nH]1	6	6	8	1	-1	9	2	19	0.6
COc1ccc(Cl)cc1NS(=O)(=O)c1cccc(C(=O)NC2CCC(O)CC2)c1 (stereo unspecified)	4	1	2	3	-4	2	2	-2	-0.8
C=CCOc1c(Cl)cc(CNc2ccc(N(C)C)cc2)cc1OC	17	25*	11	18	8	4	8	14	0.7
CCNC(=O)NC(=O)C(C)Oc1ccc(Br)cc1Br (stereo unspecified)	-2	3	2	-5	-3	5	1	1	2.7
COC(=O)c1cc(Br)c(=O)n(CCN2CCCCC2)c1	3	0	6	-3	0	3	-3	1	-0.3
CCOc1cc(C2C3=C(CC(C)(C)CC3=O)N(CCCOC)C3=C2C(=O)CC(C)(C)C3)ccc1OC	5	-3	9	-5	-1	-2	-1	0	-2.7
CCN(CC)C(=O)CN(c1ccc(F)c(Cl)c1)S(C)(=O)=O	1	2	-2	-7	-8	-1	5	-2	-0.5
CCn1nnnc1NC(=O)c1cc(Cl)c(OC)c(Cl)c1	6	2	6	2	1	-1	-5	2	.
CSc1ccccc1NC(=S)NCc1ccc(Cl)cc1	2	10	-2	12	9	12	9	5	2.4

Exported as labelled records: entries from further up
CCOc1cc(C2C3=C(CC(C)(C)CC3=O)N(CCCOC)C3=C2C(=O)CC(C)(C)C3)ccc1OC
  Bcl-xL primary = 5; pPAFAH FP inh = -3; GLD-1 RNA inh = 9; MCL1-BIM inh = -5; PME-1 primary = -1; PAFAH1B2 inh = -2; Fam108B inh = -1; AHR activator = 0; MEX-5 binding = -2.7

CCN(CC)C(=O)CN(c1ccc(F)c(Cl)c1)S(C)(=O)=O
  Bcl-xL primary = 1; pPAFAH FP inh = 2; GLD-1 RNA inh = -2; MCL1-BIM inh = -7; PME-1 primary = -8; PAFAH1B2 inh = -1; Fam108B inh = 5; AHR activator = -2; MEX-5 binding = -0.5

(cont.)
SMILES	Bcl-xL primary	pPAFAH FP inh	GLD-1 RNA inh	MCL1-BIM inh	PME-1 primary	PAFAH1B2 inh	Fam108B inh	AHR activator	MEX-5 binding
Cc1[nH]c(=O)nc2c1CCC2	7	7	1	1	-4	4	4	1	-4.9
NC(=O)CC(NC(=O)c1ccc(Br)cc1)c1ccc(N2CCCCCC2)c([N+](=O)[O-])c1 (stereo unspecified)	7	12	-3	5	7	-1	4	5	-2.1
COC(=O)C(NC(=O)C(NC(=O)c1ccccc1)C(C)C)C(C)C (stereo unspecified)	2	-2	9	1	-1	2	4	0	2.7
COc1ccc(-c2cnn3c(N)c(S(=O)(=O)C(C)(C)C)cnc23)cc1	2	5	6	5	4	3	1	5	0.8
COc1ccc(NC(=O)NCc2ccco2)c(OC)c1	2	-9	2	2	-7	0	2	0	-0.4
O=C(Cn1cc(S(=O)(=O)Cc2ccc([N+](=O)[O-])cc2)c2ccccc21)N1CCOCC1	0	1	4	-2	7	1	-5	-1	-1.4
CCOc1cc(CNCCc2ccccc2)ccc1OCC(=O)NC(C)(C)C	5	3	-6	-8	3	5	-1	0	3.4
COc1ccccc1C(=O)Nc1nsc(-c2ccccc2)n1	4	2	4	-2	-4	-1	2	6	-2.5
CS(=O)(=O)N1CCN(C(=O)COc2ccc3ccccc3c2)CC1	0	5	5	-4	-9	6	-4	0	3.4
O=c1c2cc(N3CCOCC3)ccc2[nH]c(=S)n1CCc1ccccc1	3	5	8	6	6	8	5	30	-1.8
CC1CC(=O)Nc2ccccc2N1C(=O)CSc1nnnn1C(C)C (stereo unspecified)	-1	4	5	-2	-5	5	.	0	.
CNC1(c2nnnn2-c2c(C)cccc2C)CCOC(C)(C)C1 (stereo unspecified)	6	1	4	3	3	6	1	-1	0.5
Cc1cc(C)cc(N2C(=O)C3NN=C(C(=O)OCc4ccccc4)C3C2=O)c1 (stereo unspecified)	4	7	4	0	6	-3	0	3	-0.5
CCN(CC)C(=O)CSc1nc2c(c(-c3cccnc3)c1C#N)CCCC2	4	4	3	3	1	0	2	67*	-1.7
O=C(OCC#CCSc1nnc(-c2cccc3ccccc23)o1)c1cc2ccccc2o1	.	3	9	.	.	4	.	-1	.
CCOc1ccc(N(CC)S(=O)(=O)c2ccc3c(c2)oc(=O)n3C)cc1	1	1	12	1	4	-1	3	-1	0.7
CCC(NC(=O)c1cccc(Cn2nc(C)c([N+](=O)[O-])c2C)c1)c1ccc(C(C)C)cc1 (stereo unspecified)	1	4	8	6	-7	-3	3	-4	0.5
COc1cccc(-c2ccc3ncnc(NCc4cc(C)cs4)c3c2)c1	3	13	-2	9	-39	2	.	18	.
Cc1cc(F)ccc1S(=O)(=O)Nc1ccccc1C(=O)Nc1ccccc1-c1nc2ccccc2[nH]1	3	-23	3	-2	-65	-44	-26	14	-1.5
CC(C)(C)c1cc(C(=O)NCCCn2ccnc2)cc(C(C)(C)C)c1	3	4	7	3	-1	3	4	9	34
CCOC(=O)CN1C(=O)N[C@@H](c2cccc(C(F)(F)F)c2)[C@H](C(C)=O)[C@H]1C	11	2	-4	10	3	1	-1	-3	0.0
O=C(NC1CCCc2ccccc21)C1CCN(S(=O)(=O)c2cccc3nonc23)CC1 (stereo unspecified)	4	8	-1	-1	-1	4	-1	-1	-2.0
CC(=O)c1cccc(N(C(=O)c2ccco2)C(C(=O)NC2CCCC2)c2ccccc2F)c1 (stereo unspecified)	7	4	1	5	-1	-3	1	-2	1.4
Cc1oc2cc3oc(=O)c(CCC(=O)NCCCn4ccnc4)c(C)c3cc2c1C	4	9	-8	2	1	-1	1	-3	3.0
CCOc1ccc2[nH]c(=O)c(CN(CCN3CCOCC3)Cc3nnnn3C(C)(C)CC)cc2c1	4	-1	2	7	1	8	2	1	-1.4
Cc1cccc(OCC(=O)NNC(=O)Nc2cccc(Cl)c2)c1C	4	-3	-7	6	3	5	1	23	1.4
Cc1nc2oc3c(NCc4ccccn4)ncnc3c2c2c1COC(C)(C)C2	5	3	9	-5	8	0	3	6	-0.3
CCN(CC)S(=O)(=O)c1ccc(N2CCCC2)c(NC(=O)Cc2c(F)cccc2Cl)c1	-2	10	0	3	12	6	-1	-1	-0.1
Nc1ccc(C(=O)Nc2ccc3nc(-c4ccncc4)[nH]c3c2)cc1	5	1	-3	-4	-1	-1	3	-2	-2.8
O=C(/C=C/c1ccc(N2CCCCC2)c([N+](=O)[O-])c1)c1ccc(S(=O)(=O)N2CCCC2)cc1	-1	1	5	0	5	-2	5	0	-3.6
COCC(C)n1c(SCc2nc(N)nc(Nc3ccccc3C)n2)nc2ccccc2c1=O (stereo unspecified)	-2	2	11	-5	-1	-5	-1	12	-1.0
CCOC(=O)N1CCN(C(=O)CN(C)S(=O)(=O)c2ccc(OC)c(OC)c2)CC1	4	2	3	4	-2	1	0	1	0.5
N#CC1CC(c2ccccc2)Nc2cc(Cl)ccc2N1 (stereo unspecified)	0	-5	4	1	-48	7	2	25	-0.9
Cc1ccc(S(=O)(=O)N2CCOCC2)c2nsnc12	3	-1	-1	4	0	2	0	-1	0.3
CC1CCCN(S(=O)(=O)c2ccc3[nH]c4c(c3c2)CCCC4)C1 (stereo unspecified)	-4	6	5	-4	2	1	1	3	0.3
O=C(COc1ccc2ccccc2c1Br)N1CCCCC1	2	3	0	0	0	7	4	28	-0.2
O=C(Cc1n[nH]c(=O)c2ccccc12)N/N=C/c1cc2c(cc1Cl)OCO2	8	-1	-2	4	1	-3	-5	9	-1.3
CSc1ccc2[nH]c(=O)cc(C)c2c1	14	4	-2	12	-3	4	1	1	-1.1
COc1cc(CNC2CCCCCC2)cc(OC)c1O	2	5	-5	5	2	4	4	0	3.1
Cc1cc(=O)oc2cc(NC(=O)Cc3ccccc3)ccc12	6	8	-1	-3	5	5	4	-5	2.7
Cc1ccc(OCc2nc3ccccc3[nH]2)cc1	-1	8	-1	-5	-9	3	1	-7	-4.6
CCCOc1ccc(C(CC(=O)O)NC(=O)c2cccs2)cc1 (stereo unspecified)	-2	4	0	1	-5	1	0	0	-1.3
O=C(OC(C(=O)Nc1cccc(C(F)(F)F)c1)c1ccccc1)C1CCCCC1 (stereo unspecified)	15	-17	7	15	-55	-8	-20	0	.
CC1(C)CC(=O)C=C(Nc2ccc3c(c2)CCC3)C1	1	14	-2	8	-4	.	-1	24	2.7
Clc1cccc(Cl)c1Cn1nnc(N2CCCC2)n1	11	4	7	10	-2	2	-1	14	3.6
Cc1ccccc1OCC(=O)N/N=C/c1cccc(Oc2ccc([N+](=O)[O-])cc2[N+](=O)[O-])c1	3	1	2	0	-22	-5	-12	-3	-1.0
CC(=O)Nc1cccc2ncccc12	3	55*	-8	2	2	-1	-1	7	-1.8
C/C(CC(=O)Nc1ccccc1[N+](=O)[O-])=N\NC(=O)COc1ccccc1C	-4	3	-4	-3	2	3	0	8	-0.6
O=C(c1c[nH]c(C(=O)C(Cl)(Cl)Cl)c1)c1c(F)cccc1F	6	-6	-2	7	-10	3	-4	1	-0.5
COCCNC(=O)Cc1c(C)c2c(cc(C)c3c(C(C)(C)C)coc32)oc1=O	1	7	3	3	-7	5	-2	8	0.9
C/C(CC1(O)/C(=N/O)CCc2nonc21)=N\O (stereo unspecified)	-6	4	4	0	-2	6	-1	0	-0.4
NC(=O)c1c(NC(=O)CSc2nc(N)cc(=O)[nH]2)sc2c1CCCC2	4	15	-7	0	-4	6	5	7	1.6
CCN(CC)S(=O)(=O)c1cc(NC(=O)C2=COCCO2)ccc1Cl	-6	-2	2	-1	9	-2	4	6	-0.7
C/C=C(\C)C(=O)NCCN1C2=NC[C@@H](C)N2C[C@@H]1Cc1ccc(OC)cc1	-1	2	5	-1	1	5	3	3	1.7
Cc1cccc(N2Cc3ccc(Br)cc3C2)c1	13	5	-2	9	-4	1	-1	48*	-0.2
Cc1cc(NC(=O)OC2CCCCC2)ccc1[N+](=O)[O-]	5	5	11	1	-1	2	7	2	1.0
CCOC(=O)Nc1ccc(S(=O)(=O)N2CCOCC2)cc1	4	-9	3	1	-3	1	3	-1	1.3
CC1CC2=C(NC(=S)NC2c2ccc(F)cc2)/C(=C/c2ccc(F)cc2)C1 (stereo unspecified)	3	-2	13	10	1	0	-9	0	-3.1
CCCCC(CC)C(=O)Nc1cc([N+](=O)[O-])ccc1F (stereo unspecified)	2	1	5	-1	-1	3	3	1	0.0
COc1cc(NC(=O)CSc2nnc3c(C)cc4c(C)ccc(C)c4n23)c(C(=O)O)cc1OC	-2	2	5	-1	0	4	6	0	0.1
O=C(/C(C=Nc1cccc(C(F)(F)F)c1)=C(/O)c1ccco1)C(F)(F)F	-1	8	-13	3	-6	0	1	4	-8.6
CC(=O)Nc1ccc(-c2csc(NC(=O)Cc3ccccc3F)n2)cc1	4	8	3	0	-4	8	0	4	-0.8

The list is partial; rates above refer to the full screens.
